DT40 TDP1 CPT – qHTS for Inhibitors of human tyrosyl-DNA phosphodiesterase 1 (TDP1): qHTS in cells in presence of CPT. chicken DT40 Tdp1-/-;hTDP1 cells + 20 nM CPT, ATP luminescence, 48 h. Potency, µM (doses to about 46.2 µM), for inactives: at the top dose activity change, negative = growth inhibition, hits mostly inhibitors. 420,000 tested, 12% active. AID 686979, 2013; also: nearly all actives have a fitted effect of over 55% in size
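Chicken DT40 Tdp1-/- cells complemented with human TDP1, 400 cells/well, exposed to compounds plus 20 nM camptothecin for at least 48 h at 37 C; viability read as ATP content by CellTiter-Glo luminescence.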
GCN5L2 inh – qHTS Assay for Inhibitors of GCN5L2. GCN5L2 HAT assay, ThioGlo1 CoA-SH fluorescence. 390,000 tested, 0.21% active. Histone acetyltransferase KAT2A (Homo sapiens), Q92830. Potency, µM (series often up to 58.9 µM), for inactives: at the top dose activity change, negative = inhibition, actives largely listed as inhibitors
Target sequence (Q92830 whole entry, looked up): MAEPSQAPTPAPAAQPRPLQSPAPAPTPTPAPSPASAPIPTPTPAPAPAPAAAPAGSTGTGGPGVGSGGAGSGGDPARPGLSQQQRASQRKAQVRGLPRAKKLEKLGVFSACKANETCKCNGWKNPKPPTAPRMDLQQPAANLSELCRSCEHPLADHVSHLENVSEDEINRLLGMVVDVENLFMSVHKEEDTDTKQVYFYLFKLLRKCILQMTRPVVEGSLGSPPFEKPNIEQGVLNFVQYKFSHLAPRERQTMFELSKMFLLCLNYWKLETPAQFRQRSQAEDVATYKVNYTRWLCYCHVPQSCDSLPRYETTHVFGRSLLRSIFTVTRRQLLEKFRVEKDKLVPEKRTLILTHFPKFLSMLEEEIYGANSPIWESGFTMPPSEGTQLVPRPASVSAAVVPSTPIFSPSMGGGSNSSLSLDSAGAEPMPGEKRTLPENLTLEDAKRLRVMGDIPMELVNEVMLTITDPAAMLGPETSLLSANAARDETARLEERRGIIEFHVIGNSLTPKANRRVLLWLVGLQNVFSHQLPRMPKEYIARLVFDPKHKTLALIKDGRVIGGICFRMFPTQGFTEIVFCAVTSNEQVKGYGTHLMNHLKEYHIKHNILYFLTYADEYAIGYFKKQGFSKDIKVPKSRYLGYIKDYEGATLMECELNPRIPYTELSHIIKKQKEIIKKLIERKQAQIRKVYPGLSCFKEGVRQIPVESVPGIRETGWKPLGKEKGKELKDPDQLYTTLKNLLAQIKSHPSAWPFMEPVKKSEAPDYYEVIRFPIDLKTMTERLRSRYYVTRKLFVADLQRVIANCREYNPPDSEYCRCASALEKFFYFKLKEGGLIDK
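Enzyme at 20nM final was mixed with library compounds for 15 min at room temperature. Peptide H3(1-25) at 75uM, acetyl-CoA at 70uM and ThioGlo1 at 50uM were then added. Plates were read immediately and after 20 min (Ex340nm/Em540nm).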
DT40 TDP1 no CPT – qHTS for Inhibitors of human tyrosyl-DNA phosphodiesterase 1 (TDP1): qHTS in cells in absence of CPT. DT40 Tdp1-/- hTDP1 cells, no CPT, ATP luminescence, 48 h. Potency, µM (titrated, usually from 46.2 µM), for the others: top-dose activity change, negative = growth inhibition, most hits filed as inhibitors. 420,000 tested, 15% active; also: nearly all actives have a fitted effect of over 55% in size
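No-CPT arm: Tdp1-/-;hTDP1 DT40 cells (400/well) plus compounds, incubated ≥48 hr at 37 °C. Readout CellTiter-Glo luminescence.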
* = called active by the depositor; & = joins results of further samples; [ ] = dose if it differs, or a comment. Calls follow the shape of the dose curve; as a rule, active = well fitted curve in the direction sought with a large enough effect; inconclusive = small, poorly fitted or top-dose-only effect, or another doubt; inactive = no such curve, though single readings can be large; an effect the other way counts as inactive or inconclusive. % is scaled to controls: 0 for no effect and ±100 for the full control effect; potency is read from the fitted curve at half-maximal effect. Some of the compounds tested. The share of hits here may be higher or lower than overall.

How did CSC1=NP(=S)(SC)N2CCCC2=C1C#N (stereo not given) do in these assays?
DT40 TDP1 CPT: -22%; GCN5L2 inh: -2%; DT40 TDP1 no CPT: -11%

What do the screens show for `CCCn1c(=O)n(C)c(=O)c2c(SCC(=O)NC34CC5CC(CC(C5)C3)C4)nc(CC(C)C)nc21`?
DT40 TDP1 CPT: 15µM*; GCN5L2 inh: -1%; DT40 TDP1 no CPT: inconclusive

How did C/C(=C/CCC(C)[C@H]1CC[C@@]2(C)C3=C(CC[C@]12C)[C@@]1(C)CCC(=O)C(C)(C)[C@@H]1CC3)C(=O)O (stereo not given in full) do in these assays?
DT40 TDP1 CPT: inconclusive; GCN5L2 inh: inconclusive; DT40 TDP1 no CPT: inconclusive

What do the screens show for `O=C(Nc1ccccc1)N1CC2CC(C1)c1cccc(=O)n1C2` (stereo not given)?
DT40 TDP1 CPT: -34%; GCN5L2 inh: 1%; DT40 TDP1 no CPT: 0%

What do the screens show for `COc1cc2c(cc1OC)-c1c(OC)c(OC)c(OC)c3ccnc(c13)C2=O`?
DT40 TDP1 CPT: 4.1µM*; GCN5L2 inh: -8%; DT40 TDP1 no CPT: 3.7µM*

How did Cc1ccc(C(=O)NC2CC3CCC(C2)N3)cc1 (stereo not given) do in these assays?
DT40 TDP1 CPT: -28%; GCN5L2 inh: 2%; DT40 TDP1 no CPT: -10%

Results for COc1ccc2c(c1)c(CCN)c(C)n2Cc1ccccc1 ?
DT40 TDP1 CPT: inconclusive; GCN5L2 inh: -5%; DT40 TDP1 no CPT: 21µM*

How did CCOC(=O)C1C(OC(=O)c2ccccc2)CC2CCC1N2C (stereo not given) do in these assays?
DT40 TDP1 CPT: 10%; DT40 TDP1 no CPT: 0%

Results for COc1cc2nc(N3CCCN(C)CC3)nc(N(C)C3CCN(C)CC3)c2cc1OC ?
DT40 TDP1 CPT: 6.3µM*; DT40 TDP1 no CPT: 6.3µM*

What do the screens show for `CCCC[C@H]1C(=O)O[C@H](C)[C@H](NC(=O)c2cccc(NC=O)c2OC)C(=O)O[C@@H](C)[C@@H]1OC(=O)CC(C)C`?
DT40 TDP1 CPT: inconclusive; GCN5L2 inh: 0%&-14%&10%; DT40 TDP1 no CPT: 6.7µM*

How did Nc1nc(F)nc2c1ncn2[C@@H]1O[C@H](CO)[C@@H](O)[C@H]1O do in these assays?
DT40 TDP1 CPT: 0.058µM*; GCN5L2 inh: -2%; DT40 TDP1 no CPT: 0.16µM*

Results for O=C(c1cccc([N+](=O)[O-])c1)C12CN3CN(CN(C3)C1)C2 ?
DT40 TDP1 CPT: 2%; GCN5L2 inh: -15%; DT40 TDP1 no CPT: -20%

What do the screens show for `CCN1C[C@]2(C)CC[C@H](OC)[C@]34C5C[C@@H]6CC[C@@](O)(C5C(=O)O6)C(C13)[C@@H](OC(=O)c1ccccc1)C24`?
DT40 TDP1 CPT: 3%[9.04 µM]; DT40 TDP1 no CPT: -14%[9.04 µM]

What do the screens show for `COC(=O)C1=C(c2cccc3c2S(=O)(=O)c2ccccc2-3)C[C@@H]2CC[C@H]1N2C(=O)N1CCOCC1`?
DT40 TDP1 CPT: 23µM*; GCN5L2 inh: -7%; DT40 TDP1 no CPT: inconclusive

Results for Cc1ccc(CNC(=O)CCCn2c(=O)c3sccc3n(CC(=O)Nc3c(C)cccc3C)c2=O)cc1 ?
DT40 TDP1 CPT: -2%; GCN5L2 inh: -1%; DT40 TDP1 no CPT: -16%

Four compounds drawn at random from the list so far, as already listed:
What do the screens show for `CCCC[C@H]1C(=O)O[C@H](C)[C@H](NC(=O)c2cccc(NC=O)c2OC)C(=O)O[C@@H](C)[C@@H]1OC(=O)CC(C)C`?
DT40 TDP1 CPT: inconclusive; GCN5L2 inh: 0%&-14%&10%; DT40 TDP1 no CPT: 6.7µM*

How did Nc1nc(F)nc2c1ncn2[C@@H]1O[C@H](CO)[C@@H](O)[C@H]1O do in these assays?
DT40 TDP1 CPT: 0.058µM*; GCN5L2 inh: -2%; DT40 TDP1 no CPT: 0.16µM*

How did CSC1=NP(=S)(SC)N2CCCC2=C1C#N (stereo not given) do in these assays?
DT40 TDP1 CPT: -22%; GCN5L2 inh: -2%; DT40 TDP1 no CPT: -11%

Results for Cc1ccc(CNC(=O)CCCn2c(=O)c3sccc3n(CC(=O)Nc3c(C)cccc3C)c2=O)cc1 ?
DT40 TDP1 CPT: -2%; GCN5L2 inh: -1%; DT40 TDP1 no CPT: -16%

Going on with the list:
What do the screens show for `Cc1ccc(C2CN(C)CC2C(=O)c2ccc(F)cc2)cc1` (stereo not given)?
DT40 TDP1 CPT: inconclusive; GCN5L2 inh: 13%; DT40 TDP1 no CPT: -12%

What do the screens show for `C=CCn1c(O)c(C=NCCCOc2ccc(CC)cc2)c(=O)[nH]c1=S`?
DT40 TDP1 CPT: -30%; GCN5L2 inh: -4%; DT40 TDP1 no CPT: inconclusive

Results for CC12CC(O)C3C(CCC4=CC(=O)CCC43C)C1CCC2=O (stereo not given) ?
DT40 TDP1 CPT: 9%; DT40 TDP1 no CPT: -2%

What do the screens show for `C/C=C1/CN2CC[C@]34C(=C(C=O)[C@H]1C[C@@H]23)Nc1ccccc14`?
DT40 TDP1 CPT: -14%; GCN5L2 inh: -10%&-11%; DT40 TDP1 no CPT: inconclusive

Results for C[C@]12C=CC(=O)C=C1C=C[C@@H]1C2CC[C@]2(C)C(=O)CCC12 (stereo not given in full) ?
DT40 TDP1 CPT: inconclusive; GCN5L2 inh: 0%; DT40 TDP1 no CPT: inconclusive

Results for CN1C(=O)/C(=C\c2ccc(N3CCCCCC3)cc2)C(=O)NC1=S ?
DT40 TDP1 CPT: inconclusive; GCN5L2 inh: -4%; DT40 TDP1 no CPT: inconclusive

How did COc1ccccc1N=Nc1c(O)[nH]c(=S)[nH]c1=O do in these assays?
DT40 TDP1 CPT: -16%; GCN5L2 inh: 1%; DT40 TDP1 no CPT: -18%

Results for Cc1ccc2c(c1)C1CN(C)CCC1N2C(=O)c1cccs1 (stereo not given) ?
DT40 TDP1 CPT: 19%; GCN5L2 inh: 18%; DT40 TDP1 no CPT: -1%

What do the screens show for `C=CCn1c(O)c(/C(C)=N/NC(=S)Nc2ccccc2)c(=O)[nH]c1=O`?
DT40 TDP1 CPT: inconclusive; GCN5L2 inh: -18%; DT40 TDP1 no CPT: inconclusive

Results for C[C@]12CCC3C(CC[C@H]4C[C@H](O)CC[C@]34C)C1[C@@H](O)[C@@H](O)[C@@H]2O (stereo not given in full) ?
DT40 TDP1 CPT: 11%; GCN5L2 inh: 2%; DT40 TDP1 no CPT: -9%

What do the screens show for `Cc1ccc(C(=O)CN2CCOCC2)cc1`?
DT40 TDP1 CPT: -2%; DT40 TDP1 no CPT: -1%

How did CCOc1ccc2nc(NC(=O)c3cccn(Cc4ccccc4Cl)c3=O)sc2c1 do in these assays?
DT40 TDP1 CPT: -3%; GCN5L2 inh: -12%; DT40 TDP1 no CPT: 15%

Results for Cc1c(C(=O)N2CCC(Cc3ccccc3)CC2)sc2ncnc(N3CCC(C)CC3)c12 ?
DT40 TDP1 CPT: 21µM*; GCN5L2 inh: -2%; DT40 TDP1 no CPT: inconclusive

What do the screens show for `C[C@@H]1CN(CCCn2c3ccccc3c3ccccc32)C[C@H](C)N1`?
DT40 TDP1 CPT: 7.5µM*; GCN5L2 inh: -8%&-10%; DT40 TDP1 no CPT: 8.4µM*

What do the screens show for `O=C(Nc1ccccc1OC(=O)N1CCCCC1)N1CCCCC1`?
DT40 TDP1 CPT: 12%; GCN5L2 inh: 1%; DT40 TDP1 no CPT: -2%

How did O=C(CN1C(=O)CCSc2ccccc21)N1CCC2(CC1)OCCO2 do in these assays?
DT40 TDP1 CPT: -14%; GCN5L2 inh: 7%; DT40 TDP1 no CPT: -11%

Results for CCCCC[C@@H]1CCCCC[C@@H](O)C[C@H](O)[C@H](O)/C=C/C(=O)O1 ?
DT40 TDP1 CPT: inconclusive; DT40 TDP1 no CPT: inconclusive

How did CC12CC(=O)C3C(CCC4CC(=O)C=CC43C)C1CCC2=O (stereo not given) do in these assays?
DT40 TDP1 CPT: -21%; DT40 TDP1 no CPT: inconclusive

Results for C[C@H]1C/C=C/[C@H]2[C@H](O)[C@H](C)[C@@](C)(O)[C@H]3[C@H](Cc4ccccc4)NC(=O)[C@]32[C@H](O)/C=C/[C@](C)(O)C1 ?
DT40 TDP1 CPT: 3.7µM*; DT40 TDP1 no CPT: 8.2µM*

What do the screens show for `Cc1ccc(CN2C3CCCC2CC(NC(=S)NCc2ccccc2)C3)cc1` (stereo not given)?
DT40 TDP1 CPT: inconclusive; GCN5L2 inh: -16%; DT40 TDP1 no CPT: inconclusive

Results for C=CCN1CC[C@@]2(C)c3cc(O)ccc3CC1[C@@H]2C ?
DT40 TDP1 CPT: -4%; GCN5L2 inh: -19%; DT40 TDP1 no CPT: inconclusive

What do the screens show for `CC1CCCN(CC(=O)N2CCCc3ccccc32)C1` (stereo not given)?
DT40 TDP1 CPT: 0%; GCN5L2 inh: -8%; DT40 TDP1 no CPT: -5%

How did CCC(=O)N1N=C2C3CCN(CC3)C2C1c1ccccc1 (stereo not given) do in these assays?
DT40 TDP1 CPT: -11%; GCN5L2 inh: -2%; DT40 TDP1 no CPT: -8%

Results for Cc1ccc(C(C#N)=Cc2ccc3c(c2)OCO3)cc1 ?
DT40 TDP1 CPT: inconclusive; DT40 TDP1 no CPT: 12µM*

What do the screens show for `O=C1NC(=O)N(Cc2ccc(F)cc2)C(=O)/C1=C\c1ccc([N+](=O)[O-])s1`?
DT40 TDP1 CPT: 13µM*; GCN5L2 inh: inconclusive; DT40 TDP1 no CPT: 8.2µM*

How did Cc1ccc(N2C(=O)NC(=O)C(CCc3ccccn3)(Cc3ccc(F)cc3)C2=O)cc1 (stereo not given) do in these assays?
DT40 TDP1 CPT: 3%; GCN5L2 inh: -4%; DT40 TDP1 no CPT: -22%

How did CN1CC[C@@]23CCCCC2C1Cc1ccc(O)cc13 (stereo not given in full) do in these assays?
DT40 TDP1 CPT: 9%[9.04 µM]; DT40 TDP1 no CPT: -2%[9.04 µM]

Results for O=C(C1CC(c2ccc(F)cc2)=NO1)N1CCC2(CC1)OCCO2 (stereo not given) ?
DT40 TDP1 CPT: 0%; GCN5L2 inh: 4%; DT40 TDP1 no CPT: -2%

How did Cc1ccc(Cn2ccccc2=N)cc1 do in these assays?
DT40 TDP1 CPT: -8%; GCN5L2 inh: 2%; DT40 TDP1 no CPT: -23%

How did CCOC(=O)C1=C(c2ccccc2)OC(N)=C(C#N)C1C(C)C (stereo not given) do in these assays?
DT40 TDP1 CPT: inconclusive; GCN5L2 inh: -6%; DT40 TDP1 no CPT: inconclusive

A draw from above in order of SMILES length, ascending.
How did Cc1ccc(Cn2ccccc2=N)cc1 do in these assays?
DT40 TDP1 CPT: -8%; GCN5L2 inh: 2%; DT40 TDP1 no CPT: -23%

Results for C=CCN1CC[C@@]2(C)c3cc(O)ccc3CC1[C@@H]2C ?
DT40 TDP1 CPT: -4%; GCN5L2 inh: -19%; DT40 TDP1 no CPT: inconclusive

How did CCOC(=O)C1=C(c2ccccc2)OC(N)=C(C#N)C1C(C)C (stereo not given) do in these assays?
DT40 TDP1 CPT: inconclusive; GCN5L2 inh: -6%; DT40 TDP1 no CPT: inconclusive

(next part)
What do the screens show for `COC1/C=C/C=C(\C)Cc2cc(O)c(Cl)c(c2)N(C)C(=O)CC(OC(=O)C(C)C)C2(C)OC2C(C)C2CC1(O)NC(=O)O2` (stereo not given)?
DT40 TDP1 CPT: 0.016µM*; DT40 TDP1 no CPT: 0.15µM*

How did CC(C)NC[C@H](O)COc1cccc2[nH]ccc12 do in these assays?
DT40 TDP1 CPT: -23%&-23%&11%; GCN5L2 inh: 6%&8%&-18%&-3%; DT40 TDP1 no CPT: 0%&1%&-6%

What do the screens show for `CN(C)C1(CNC(=O)c2ccc(Cl)c(S(=O)(=O)NCc3ccco3)c2)CCCCC1`?
DT40 TDP1 CPT: -11%; GCN5L2 inh: -3%; DT40 TDP1 no CPT: -9%

What do the screens show for `CCN(CC)c1ccc(/C=C2\C(=O)NC(=O)N(CC3CCCO3)C2=O)cc1` (stereo not given)?
DT40 TDP1 CPT: -11%; GCN5L2 inh: -5%; DT40 TDP1 no CPT: -20%

How did CC1=C(O)C(=O)C=C2C1=CC=C1[C@]2(C)CC[C@@]2(C)C3C[C@](C)(C(=O)O)CC[C@@]3(C)CC[C@@]12C (stereo not given in full) do in these assays?
DT40 TDP1 CPT: 1µM*; GCN5L2 inh: 13µM*; DT40 TDP1 no CPT: 0.82µM*

What do the screens show for `COc1ccccc1N1CCN(Cc2c(F)cccc2Cl)CC1`?
DT40 TDP1 CPT: -16%; GCN5L2 inh: -5%[0.501 µM]; DT40 TDP1 no CPT: -10%

What do the screens show for `CCNC(=O)C1CCCN(Cc2ccc3ccccc3c2Br)CC1` (stereo not given)?
DT40 TDP1 CPT: inconclusive; DT40 TDP1 no CPT: inconclusive
